# High-throughput results (PubChem BioAssay)
# PAX8 inh HTS = inhibitors of PAX8-driven TPO luciferase reporter, primary screen, RMG-I cells, single concentration; SteadyGlo, 24 h; 1.2% of 360,000 active; AID 652154, 2013; inhibition, % at 12.6 µM;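 active = mean replicate inhibition at least 60% with every replicate also reaching 60%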;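 note: luciferase light reporting Pax8 driven TPO promoter activity; plate controls were median of neutral control wells for no effect and mitoxantrone controls for full effect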
# GSIS activator = GLuc luminescence reporter in INS-1E cells, primary screen for activators of glucose-dependent secretion of insulin. INS-1E GLuc reporter insulin secretion, 2-3 h. activation, % at 16.6 µM. 0.61% of 370,000 active. AID 743287, 2014;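 active = lowest replicate activation of at least 40%, so every replicate reaches that level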;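 note: 0% = median of neutral control wells and 100% = median of IBMX positive control wells; some compounds called inactive have numbers as strong as hits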
# PGC1a acetyl inh = inhibitors of PGC1a acetylation signal, primary screen, cell-based, U2OS, AlphaScreen, inhibitor mode | AlphaScreen anti-acetyl-lysine; with virally co-expressed GCN5 acetyltransferase | inhibition, % at 15.6 µM | 0.17% of 350,000 active | AID 651687, 2012;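 active = every replicate shows inhibition of at least 40%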;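 note: 0% = neutral control wells and 100% = positive control wells; some results beyond the cut were filed as inactive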
# PglD inh = C. jejuni PglD acetyltransferase inhibitors, primary screen, biochemical, DTNB colorimetric, single point; UDP-N-acetylbacillosamine N-acetyltransferase PglD (Campylobacter jejuni); purified PglD enzyme, DTNB colorimetric CoA detection; inhibition, % at 12.5 µM; 0.098% of 360,000 active; AID 602405, 2012; in the data active = inhibition above about 16%, passing the limit was not always enough; note: strong numbers were not always called active
# LGR2 antag = inhibitors of bursicon-induced LGR2 CRE-luciferase signal, primary screen, cell-based, HEK293, CRE-luciferase reporter, bursicon stimulation. inhibition, % at 9.99 µM. 0.35% of 380,000 active. AID 720647, 2013. bursicon-stimulated, 4 h. Drosophila bursicon receptor LGR2 (rickets);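 active = drop in luminescence signal, shown as inhibition above about 50% in the replicate tests, limit read from the data, passing the limit was not always enough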;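 note: agonist challenge used bursicon conditioned medium at about half maximal strength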
# Cneo AK release = Cryptococcus neoformans cell lysis inducers, primary screen, AK release luminescence, single concentration. C. neoformans lysis, adenylate kinase release luminescence, 4 h; normalised: neutral wells 0, clomiphene wells 100. lysis activity, % at 15 µM. 0.2% of 360,000 active. AID 651654, 2012;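 active = mean lysis activity across replicates of at least 80%, whatever share of replicates individually reach that level; inactive = mean lysis activity below 80%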
#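 read-out = cell lysis signal | test system = log-phase Cryptococcus neoformans yeast cells | input = cells at 5 × 10^6 per mL | medium = fresh YPD growth medium | signal = luminescent adenylate kinase detection reagent | timing = 4 h at 37 °C static, read 1 h later | dosing = single dose | controls = Clomiphene as positive lysis control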
# ARNT-TACC3 inh = disruptors of ARNT/TACC3 protein interaction, primary screen, biochemical, AlphaScreen, single concentration | AlphaScreen His-ARNT PAS-B/GST-TACC3 binding, luminescence; TACC3 fragment carries E629A point mutation | inhibition, % at 9.99 µM | 0.66% of 390,000 active;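 active = mean inhibition of replicates at least 50% and at least half of replicates each reaching 50%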;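 note: 0% = complete ARNT plus TACC3 wells and 100% = ARNT alone without TACC3; many hits fall short of the cut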
# Statin myotox sup = suppressors of statin myotoxicity in C2C12 myotubes, primary screen, cell-based, single point, plate reader; rescue of ATP level, % at 7.49 µM; C2C12 myotubes + simvastatin, ATP luminescence, 48 h; scaled: DMSO 0, geranylgeraniol control 100; 0.78% of 330,000 active; AID 602340, 2012;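 active = mean ATP rescue above about 67%, or every replicate alone reaching that limit, limit read from the data, passing the limit was not always enough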;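 note: myotubes were challenged with 10 µM simvastatin during compound exposure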
# An asterisk follows results filed as active; / = no result given; & = joins results of further samples.
# Second line of a record: PAX8 inh HTS, GSIS activator, PGC1a acetyl inh, PglD inh, LGR2 antag, Cneo AK release, ARNT-TACC3 inh, Statin myotox sup
> CS(=O)(=O)Nc1ccc2c(c1)[C@@H]1C[C@H](CC(=O)NCC3CC3)O[C@H](CO)[C@@H]1O2
 : -13, 8, 0, 1, 15, -2, -2, 4
> O=C(CN1CCN(C(=O)c2ccco2)CC1)Nc1cc(Cl)ccc1Cl
 : 3, /, 3, -2, /, 2, -3, 46
> CCOc1ccccc1OCCCC(=O)N(CC)CC(=O)Nc1ccc(NC(C)=O)cc1
 : -1, 9, 13, 5, -11, 2, 4, -2
> Cc1noc(C)c1NC(=O)Nc1ccc2c(c1)C(=O)N([C@@H](C)CO)C[C@@H](C)[C@H](CN(C)C(=O)CCCN(C)C)OCCCC[C@@H](C)O2
 : -1, 15, -3, 1, -10, 0, -5, -35
> COCCn1c(-c2ccc(OC)c(OC)c2)nc2ccccc21
 : /, 40, 7, -6, -22, 1, -14, -9
> C[C@H](CO)N1C[C@H](C)[C@H](CN(C)Cc2ccc(C(F)(F)F)cc2)Oc2ccc(NC(=O)C3CCCCC3)cc2CC1=O
 : -14, -30, -3, 0, 7, 2, -18, 0
> COCCNC(=S)NC1CC2CCCC(C1)N2Cc1cccs1 (stereo unspecified)
 : /, 23, /, /, 4, /, 6, 0
> COc1ccc(/C=C/C(=O)Nc2cc(C(F)(F)F)ccc2Cl)cc1
 : /, /, -13, -3, /, -7, -10, -29
> CC(C(=O)Nc1ccccc1-c1ccccc1)N1CCOCC1 (stereo unspecified)
 : /, -7, -4, 5, -6, 2, -2, -3
> COc1cccc(-c2cnc3c(c2)C(=O)N([C@@H](C)CO)C[C@H](C)[C@H](CN(C)Cc2ccncc2)O3)c1
 : /, 9, 0, 2, 1, 2, -13, -11
> C[C@H](CO)N1C[C@H](C)[C@@H](CN(C)Cc2ccc(C(=O)O)cc2)Oc2c(NC(=O)C3CC3)cccc2C1=O
 : -20&15, 14&1, 6&13, -2&1, 3&14, 47&-2, 1, 37&-9
> COc1ccc(N2CCN(c3nc(NC(C)(C)C)nc(N4CCCCC4)n3)CC2)cc1
 : /, /, 17, -5, /, -1, 5, -22
> CCC(=O)Nc1ccc2c(c1)C(=O)N(C)C[C@@H](OC)[C@H](C)CN(CCc1ccccc1)[C@@H](C)CO2
 : 9, -20, -3, -2, 2, -2, -2, 13
> O=[N+]([O-])c1ccc2c(c1)S(=O)c1ccccc1-2 (stereo unspecified)
 : 28, 6, 2, -1, 11, 0, 17, 5
> C[C@@H]1CCCCO[C@H](CN(C)Cc2ccc3c(c2)OCO3)[C@H](C)CN([C@@H](C)CO)C(=O)c2cc(NS(=O)(=O)c3cccs3)ccc2O1
 : 0&10, 1, -5&-6, 1&5, 25, -3&-12, -5&11, /
> CCNC(=S)NNc1ccccc1
 : -3, 3, -2, 5, -9, 5, -16, /
> CC(O)(CS(=O)(=O)c1ccc(Br)cc1)c1ccccc1 (stereo unspecified)
 : 15, 3, /, 1, -9, -7, -7, 4
> CCCCn1c(N)c(N(CCOC)C(=O)c2ccc(-n3c(C)ccc3C)cc2)c(=O)[nH]c1=O
 : -7, -2, /, 4, -3, 0, 12, 10
> CC=Cc1ccc2n(c1=O)C[C@@H]1[C@@H](CO)[C@H](C(=O)N[C@H](C)c3ccccc3)N(C(=O)c3cnccn3)[C@H]21 (mixture of isomers)
 : -6, 0, /, -5, -1, -4, -9, 16
> Cc1csc2nc(SCC(=O)N3CCN(c4ccccc4)CC3)[nH]c(=O)c12
 : -3, 10, /, 6, -9, -4, 0, /
> CCN(CC)CCNC(=O)Cn1nc(Cc2ccncc2)c2ccccc2c1=O
 : 4, 15, -8, 1, 3, 0, 4, 3
> CNC[C@@H]1OCCCC[C@H](C)Oc2ccc(NS(=O)(=O)c3ccc(C)cc3)cc2C(=O)N([C@H](C)CO)C[C@@H]1C
 : -2, 21, 3, 0, -3, 47, -4, 8
> CC1CCN(S(=O)(=O)c2cnc(Cl)c(Br)c2)CC1
 : -7, 11, 3, /, -1, /, -8, 2
> CSc1ccc(C(=O)N2CCC(n3nccc3NC(=O)C3CC3)CC2)cc1
 : 3, -7, -6, 2, -1, -14, 7, -4
> CN(C)c1ccc2c(c1)[C@@H]1C[C@@H](CC(=O)NCCc3ccccc3)O[C@H](CO)[C@@H]1O2
 : -8, -11, -2, -1, -1, 6, 13, -1
> Cc1ccc(S(=O)(=O)N(C)CC(O)Cn2c3ccccc3c3ccccc32)cc1 (stereo unspecified)
 : /, /, 31, 4, /, 0, /, 23
> O=C(COc1ccccc1Cl)NC1CC1
 : 3, -4, 4, -4, -12, 1, -1, 4
> C[C@H](CO)N1C[C@H](C)[C@H](CN(C)C(=O)NC2CCCCC2)OCc2ccccc2-c2c(n(C)c3ccccc23)C1=O
 : 4, 2, 11, -3, -6, -2, 15, 24
> Cc1noc(C)c1NC(=O)N(C)C[C@H]1Oc2ncc(C#CC(C)C)cc2C(=O)N([C@H](C)CO)C[C@@H]1C
 : /, -1, 9, 0, 0, -5, -6, -12
> Cc1csc(=O)n1CC(=O)OCC(=O)NCc1ccc(Cl)cc1Cl
 : 2, -27, 5, /, 4, /, 1, 12
> CN1c2ccc(-c3cccc(F)c3)cc2[C@H]2[C@H](CCN2C(=O)C2CCOCC2)[C@@H]1CO
 : -10, 2, -4, 2, 7, -17, 2, 7
> CN(C)CCOc1ncnc2c1oc1ccccc12
 : /, 7, 8, 3, /, 5, -2, -26
> Cn1cccc1Cc1nnc(SCC(=O)Nc2nccs2)n1C
 : 4, 12, 5, 3, -3, -1, 5, -7
> Cc1nn(C(C)C(=O)N/N=C/c2ccc(N(C)C)cc2)c(C)c1[N+](=O)[O-] (stereo unspecified)
 : -21, -6, 16, 0, -2, 1, 3, /
> CN(C)C(=O)C[C@@H]1CC[C@@H]2[C@H](COc3ccc(NC(=O)C4CCCCC4)cc3C(=O)N2C)O1
 : -5, -1, 0, 3, 6, /, /, -24
> Cc1ccc(-c2ccc([C@@H]3[C@@H](CO)N4C(=O)CN(C(=O)NC(C)C)C[C@H]34)cc2)cc1
 : 26, -13, -6, /, -5, /, /, /
> CCN1CCN(C(=O)Cn2ncc3ccsc3c2=O)CC1
 : -12, 12, /, -1, 3, 1, -2, 3
> COCCCn1cnc2c(c1=O)c1nc3ccccc3nc1n2-c1ccccc1
 : /, /, 0, -2, /, -1, /, 127*
> COc1ccc(C(=O)Nc2ccc3nc(N4CCN(C)CC4)cc(C)c3c2)c(OC)c1
 : 16, 37, /, 3, -3, -11, 6, -20
> CCCS(=O)(=O)N1CCCC(C(=O)NCCN(Cc2ccccc2)C(C)C)C1 (stereo unspecified)
 : /, /, -2, 10, /, 2, -7, -7

# As entered above:
# COc1ccc(C(=O)Nc2ccc3nc(N4CCN(C)CC4)cc(C)c3c2)c(OC)c1 in PAX8 inh HTS → 16
# CC1CCN(S(=O)(=O)c2cnc(Cl)c(Br)c2)CC1 in GSIS activator → 11

# Later entries:
# Second line of a record: PAX8 inh HTS, GSIS activator, PGC1a acetyl inh, PglD inh, LGR2 antag, Cneo AK release, ARNT-TACC3 inh, Statin myotox sup
> COC(=O)c1c(Cc2ccccc2Cl)c[nH]c1C
 : 6, 5, -10, 5, -10, -6, /, -5
> COc1cc(C(C)=O)ccc1Oc1ccc(S(=O)(=O)N2CCOCC2)cn1
 : -4, 21, /, 2, 0, 2, 9, 13
> O=C(O)c1cccc2c1Cc1cc(Cl)ccc1-2
 : 4, -3, 6, 5, -16, -1, -3, 0
> CCOC(=O)N1CCN(CC(=O)c2ccc(O)cc2O)CC1
 : -23, 13, -6, 1, -2, 6, -13, 16
> O=C(NNC(=S)NCc1ccc(Cl)cc1)c1cccnc1
 : -5, 5, -1, 3, -10, -4, -5, 6
> CCC(=O)N1[C@@H]2c3cccc(=O)n3C[C@H]1[C@H](CO)[C@H]2C(=O)N1CCCCC1
 : -1, 3, -2, 5, -5, -3, -10, -2
> C[C@@H]1CN([C@@H](C)CO)C(=O)c2cc(NC(=O)C3CC3)ccc2O[C@H]1CN(C)S(=O)(=O)c1ccccc1
 : -12, 15, 1, -2, -17, -2, -3, -6
> COc1ccc(NC(=O)Nc2ccc3c(c2)[C@@H]2C[C@@H](CC(=O)N4CCOCC4)O[C@H](CO)[C@@H]2O3)cc1
 : -6, 10, 4, -7, 1, -1, 0, 6
> C[C@H]1CN([C@@H](C)CO)C(=O)c2cc(NC(=O)CCCCCC(=O)Nc3ccccc3N)ccc2O[C@@H]1CN(C)C(=O)Nc1ccc(F)cc1
 : -20, -10, 8, /, 3, /, /, /
> N=c1c2c(n(Cc3ccccc3)c3c1CCC3)CCC2
 : /, -6, -3, -3, 0, 0, -2, -168
> Cc1cccc(C(=O)N[C@H](C(=O)NCCc2ccc(Cl)cc2)C(C)C)c1
 : 13, -5, /, -3, 7, -2, -4, 6
> COc1cccc(NC(=O)CN2CCC(NC(=O)c3ccccc3C)CC2)c1
 : -19, 1, /, -5, -6, 3, /, 5
> CC1(C)CC(=O)C(CC2CCCCC2=O)C(=O)C1 (stereo unspecified)
 : -72, 34, 32, 1, -3, 1, /, 3
> Cc1sc(NC(=O)C2CCCO2)c(C#N)c1C (stereo unspecified)
 : /, /, 4, -5, /, 0, 6, 15
> COc1cc(C2C3C(=O)N(Cc4ccccc4)C(=O)C3ON2c2ccccc2)cc(OC)c1O (stereo unspecified)
 : /, -6, -10, -4, 3, -1, 5, 4
> Cc1noc(C)c1S(=O)(=O)Nc1ccc2c(c1)C(=O)N([C@@H](C)CO)C[C@H](C)[C@H](CN(C)S(=O)(=O)c1c(C)noc1C)O2
 : 8, 1, 4, /, -5, /, /, -26
> O=C(CCCCCCC(=O)NCc1ccccc1)NCc1ccccc1
 : 4, 1, -1, 84*, 14, -1, -7, 3
> C=CCSc1nc(C)c(CC(=O)OCC(C)C)c(=O)[nH]1
 : /, /, 14, -10, /, 2, -7, 2
> S=c1nc2ccccc2c2nc(-c3ccccc3)[nH]n12
 : -10, /, -24, 1, /, 7, 30, -4
> C[C@H](CO)N1C[C@H](C)[C@H](CN(C)Cc2ccccc2)Oc2c(NC(=O)C3CCCCC3)cccc2C1=O
 : -10, 2, /, 4, 5, -4, 7, -20
> COc1ccc(N(CC(=O)NCc2ccncc2)S(=O)(=O)c2ccc(C)c([N+](=O)[O-])c2)cc1
 : 3, -14, /, /, 13, /, 4, 7
> C[C@H]1CN([C@@H](C)CO)C(=O)c2cccc(NC(=O)Nc3ccc(F)cc3)c2O[C@@H]1CN(C)C(=O)Nc1ccccc1
 : /, 5, -3, -2, 20, 0, -7, 2
> C[C@H]1CN([C@@H](C)CO)C(=O)c2c(c3ccccc3n2C)-c2ccccc2CO[C@H]1CN(C)C(=O)C1CC1
 : -2, 4, 11, 2, 7, -1, -12, -9
> COc1ccccc1P(=O)(c1ccccc1)c1ccccc1
 : 13, 9, /, -9, 3, -1, -16, 39
> O=C(Nc1ccc(N2CCOCC2)c([N+](=O)[O-])c1)c1ccco1
 : -135, 13, -16, /, /, /, 14, /
> Cc1ccc(NS(=O)(=O)c2cccc(C(=O)NCc3ccccn3)c2)cc1
 : 1, -1, /, -2, -9, 0, 17, 8
> NS(=O)(=O)c1ccc2c(c1)C(=NO)c1cc(S(N)(=O)=O)ccc1-2
 : -5, 19, /, -3, 13, 7, 3, -5
> O=C(CN(C(=O)c1csnn1)c1cccc2ccccc12)NCc1ccccc1
 : 6, 23, 6, -3, -2, -1, 1, 22
